Assay outcomes: PubChem, several laboratories
hcDAF12 agonist = activates DAF-12 receptor from parasite H. contortus; 370,000 compounds, 1.4% hits; activation, % at 6.8 µM; HEK293 hcDAF-12 lit1-tk-luc reporter, luminescence; 0% DMSO, 100% Δ7-dafachronic acid;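 active = activation above the mean of all tested compounds plus 3 SD, cut at about 5.5% in these data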;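 note: 100% = response to 3 µM Δ7-dafachronic acid high control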
ssDAF-12 act = S. stercoralis DAF-12 activation, primary screen; HEK293 ssDAF-12/GRIP1 lit1-tk-luc reporter, luminescence; % of 3 µM dafachronic acid response; activation, % at 6.8 µM; 370,000 compounds, 1% hits;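 active = activation above the mean over all tested compounds plus 3 SD, cut at about 0.9% in these data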;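 note: 0% = DMSO-only wells and 100% = 3 µM delta7-dafachronic acid wells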
DAX1 inh-1 = inhibitors of human orphan nuclear receptor DAX1 (NR0B1) | inhibition, % at 6.75 µM | 340,000 compounds, 0.99% hits | P51843 | HEK293 Gal4-DAX1 luciferase reporter, luminescence | AID 504766;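 active = inhibition above the mean over all tested compounds plus 3 SD, cut at about 4.2% in these data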;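 note: 0% = DAX1-transfected cells with DMSO and 100% = empty-vector control cells with DMSO; inhibition shows as a rise in luminescence from relieved DAX1 repression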
Target sequence (P51843 207-470 limits assumed): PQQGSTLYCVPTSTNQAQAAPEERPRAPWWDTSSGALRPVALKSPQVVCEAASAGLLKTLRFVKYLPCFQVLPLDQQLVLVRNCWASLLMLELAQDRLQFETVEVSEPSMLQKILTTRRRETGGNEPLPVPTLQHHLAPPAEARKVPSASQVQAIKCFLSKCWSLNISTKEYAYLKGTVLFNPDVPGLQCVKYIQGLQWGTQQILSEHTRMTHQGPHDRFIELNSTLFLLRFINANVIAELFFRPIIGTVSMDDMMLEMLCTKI
FXN GAA850 act = frataxin GAA850 promoter activation; activation, % at 6 µM; HEK293 lucGAA850 FXN promoter luciferase reporter, 24 h; percent of 10 µM SAHA response; AID 540364; 360,000 compounds, 0.56% hits;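 active = activation above the average of all compounds screened plus 3 SD, cutoff fixed separately per campaign, cut at about 7.5% in these data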;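 note: 0% = DMSO wells and 100% = 10 µM SAHA wells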
NPR1 activator = GC-A (human) enzyme activation; P16066; 370,000 compounds, 0.14% hits; HEK293 GC-A cells, cGMP TR-FRET, EC30 ANP; 0% at EC30 ANP, 100% saturating ANP; activation, % at 10 µM; in the data active = activation above about 40%
SMARCA2 act = increases SMARCA2 function in MMTV reporter cells; MG213 cells, MMTV-luciferase reporter, dexamethasone, overnight; activation, % at 9.1 µM; 370,000 compounds, 1% hits; in the data active = activation above about 7.8%;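 note: 0% = vehicle wells and 100% = reference activator wells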
NPR2 activator = GC-B (human) receptor activation. P20594. activation, % at 10 µM. 370,000 compounds, 0.11% hits. HEK293-GC-B cells, CNP EC30, cGMP TR-FRET; 0% at EC30 CNP, 100% saturating CNP. AID 1920062;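 active = activation at 10 µM reaching about 35% in either raw or pattern-adjusted values, limit read from the data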
sPLA2-III inh = Inhibits HGIII-sPLA2 liposome hydrolysis, primary screen. QFRET BODIPY PC-A2 liposome hydrolysis, fluorescence. inhibition, % at 12.2 µM. 370,000 compounds, 0.56% hits. AID 743126;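 active = inhibition above mean plus 3 SD of compounds lying within the high and low control bounds, cut at about 19% in these data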;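 note: 0% = median of test compound wells and 100% = no enzyme DMSO wells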
Target sequence (Q9NZ20 whole entry, looked up): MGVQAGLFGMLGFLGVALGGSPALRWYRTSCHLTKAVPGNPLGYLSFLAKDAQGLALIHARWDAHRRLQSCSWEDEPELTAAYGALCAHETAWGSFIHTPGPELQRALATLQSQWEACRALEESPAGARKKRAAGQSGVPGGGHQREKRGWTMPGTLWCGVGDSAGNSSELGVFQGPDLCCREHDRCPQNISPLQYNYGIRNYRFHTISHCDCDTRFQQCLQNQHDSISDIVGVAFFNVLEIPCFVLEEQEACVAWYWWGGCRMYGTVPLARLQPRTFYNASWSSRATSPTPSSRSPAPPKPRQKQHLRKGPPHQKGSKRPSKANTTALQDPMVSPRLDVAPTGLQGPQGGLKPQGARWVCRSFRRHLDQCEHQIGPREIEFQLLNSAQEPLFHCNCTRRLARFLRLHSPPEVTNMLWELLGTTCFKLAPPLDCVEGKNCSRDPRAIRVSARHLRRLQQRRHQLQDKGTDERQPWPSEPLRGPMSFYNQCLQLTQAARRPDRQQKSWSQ
DAX1 inh-2 = blocks DAX1 repression of SF-1 activated StAR promoter | 370,000 compounds, 1.1% hits | AID 652010 | HEK293T StAR-luciferase reporter, SF-1/DAX-1 repression relief | inhibition, % at 6.8 µM;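 active = inhibition above the mean over all tested compounds plus 3 SD, cut at about 3.6% in these data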;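 note: 0% = DAX-1 cells with DMSO and 100% = cells lacking DAX-1 with DMSO; higher inhibition means more luminescence from relief of DAX-1 repression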
proKLK7 act = activates the human kallikrein-7 zymogen; 370,000 compounds, 0.9% hits; P49862; purified proKLK7, EDANS-DABCYL substrate fluorescence; 100% is mature enzyme control, 0% vehicle; AID 652039; activation, % at 7 µM;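 active = activation above the mean of all tested compounds plus 3 SD, computed per campaign excluding outliers beyond control limits, cut at about 13% in these data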
Target sequence (P49862 whole entry, looked up): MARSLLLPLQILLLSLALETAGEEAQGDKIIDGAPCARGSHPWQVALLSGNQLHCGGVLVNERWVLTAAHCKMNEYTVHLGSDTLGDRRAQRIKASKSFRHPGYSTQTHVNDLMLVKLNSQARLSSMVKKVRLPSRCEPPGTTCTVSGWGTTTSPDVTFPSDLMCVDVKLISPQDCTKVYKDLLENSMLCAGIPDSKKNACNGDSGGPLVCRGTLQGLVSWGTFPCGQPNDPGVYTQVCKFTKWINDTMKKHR
hgDAF-12 ag = agonists of H. glycines DAF-12 nuclear receptor; AID 687014; activation, % at 6.8 µM; 370,000 compounds, 1.8% hits; HEK293 GAL4-hgDAF12 UAS-luciferase reporter, agonist luminescence; normalized to butyrate control;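 active = activation above a cutoff set at the mean of all screened compounds plus 3 SD, cut at about 10% in these data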;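 note: 0% = DMSO wells and 100% = sodium butyrate wells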
* marks the source's active call; other numbers are inactive results; nt = not tested or not shown. Some of the compounds tested, so the mix of outcomes need not match the whole.

SMILES	hcDAF12 agonist	ssDAF-12 act	DAX1 inh-1	FXN GAA850 act	NPR1 activator	SMARCA2 act	NPR2 activator	sPLA2-III inh	DAX1 inh-2	proKLK7 act	hgDAF-12 ag
COc1c(C)cc(C(=O)C2CCCN(Cc3cccc(O)c3)C2)cc1C (configuration not stated)	-0.8	-1.6	-0.5	0.3	0	-3	-2	-20	0.0	0.2	0.3
N/C(=N\N=C/c1ccc(-c2ccc(O)c(C(=O)O)c2)o1)N[N+](=O)[O-]	-0.9	-1.9	1.2	2.9	-4	-3	2	-18	-0.3	8.4	0.5
CCC(C)N1C(=O)/C(=C/c2ccc3c(c2)CCN3CCCCl)C(=O)NC1=S (configuration not stated)	1.7	-0.8	0.3	-0.7	-3	-4	-1	6	-1.1	-0.6	-2.2
NCC(=O)c1ccccc1	-1.2	-0.2	-0.2	0.8	1	-1	1	10	1.4	0.8	1.6
CCOc1ccc2c(c1)c(C(C)=O)c(C)n2Cc1ccco1	-2.5	-2.2	-0.6	2.2	-1	-2	-3	-5	-1.1	0.3	-2.6
Cc1ccc2c(c1)CNc1ccccc1O2	0.6	-1.0	0.4	3.5	6	2	-3	6	0.7	-0.3	3.2
Clc1ccc(Cl)c(Cl)c1	-2.2	-1.6	nt	nt	1	1	-2	-4	0.0	0.4	0.1
CCOS(C)(=O)=O	-1.8	-1.0	0.1	0.4	4	-4	3	-5	-1.2	0.4	-1.3
CN1c2ccccc2Oc2ccccc21	3.6	-0.1	0.6	1.4	-6	-3	0	14	0.8	-0.5	0.5
CCOC(=O)c1c(-n2c(C)cc(/C=C3\C(=O)NC(=O)N(C)C3=O)c2C)sc2c1CCCC2	-1.7	-1.6	1.3	0.9	0	-1	-1	-8	0.2	0.6	0.5
O=c1[nH]c(=O)n(-c2ccc(Br)cc2)c(O)c1C=NCCN1CCCCC1	-0.3	-1.2	6.4*	1.5	1	-1	0	-6	0.5	0.0	1.0
COC(=O)C1=C(c2cccc(C#N)c2)C[C@@H]2CC[C@H]1N2C(=O)NCc1ccc(F)cc1	-2.0	-1.2	0.1	-1.6	-6	0	-3	2	-0.5	0.0	1.8
O=[N+]([O-])c1ccc(N2CCNCC2)cc1N1CCCCC1	-0.4	-1.8	-1.7	1.7	3	-1	5	2	-2.0	0.0	-1.3
COc1cccc(-n2c(O)c(C=NCc3ccc4c(c3)OCO4)c(=O)[nH]c2=O)c1	-0.8	-1.8	1.0	0.1	2	7	4	5	-0.2	-0.1	0.9
CC(C)(C)n1nnnc1C(C1CC1)N1CCC(n2c(=O)[nH]c3ccccc32)CC1 (configuration not stated)	5.2	0.0	nt	nt	-4	-2	10	1	0.4	0.1	3.8
O=[N+]([O-])c1ccc(Cl)cc1	-1.2	-0.1	-0.1	-0.4	7	-5	-4	-1	-0.6	-0.1	-0.8
CCN1CCN(C(=O)COc2ccc(S(=O)(=O)N3CCOCC3)cc2Cl)CC1	-0.5	-1.5	-0.2	-2.4	1	-2	2	-1	0.7	0.1	1.4
Cc1ccc(C(=O)Nc2ccc(-n3ccnc3P(=O)(O)c3ccccc3)cc2)cc1	-0.2	-0.5	1.2	-0.8	1	0	-3	2	0.1	0.1	-1.8
COc1cccc2c1N=C1CCCC3CN(C(C)=O)CCC123 (configuration not stated)	-2.0	-0.7	1.5	0.0	1	1	6	1	-0.3	0.4	-1.6
O=c1[nH]c(=O)n(-c2ccc(F)cc2)c(O)c1C=Nc1ccccc1N1CCCC1	-1.6	-0.3	-0.3	-1.5	6	0	-7	3	-1.0	-0.1	0.8
Cc1cccc(C)c1-n1nnnc1C(c1cccs1)N1CCC2(CC1)C(=O)NCN2c1ccccc1 (configuration not stated)	0.8	-0.7	nt	nt	-12	-4	-10	4	-2.4	0.6	-1.6
CCc1cc(=O)oc2cc(OCC(=O)N3C[C@H]4C[C@@H](C3)c3cccc(=O)n3C4)ccc12	-2.0	-1.1	0.2	-0.5	-2	-1	0	7	-1.2	0.8	-4.0
COc1ccc(-c2nn(CCC#N)cc2C(=O)Nc2ccc(C(C)=O)cc2)cc1[N+](=O)[O-]	-0.5	-0.9	2.9	2.9	4	0	-2	-8	-0.4	-0.2	1.1
OC[C@H]1O[C@@H](n2cnc3cc(Cl)c(Cl)cc32)[C@H](O)[C@@H]1O	-2.8	-1.9	-0.9	4.4	3	0	5	-1	-0.4	0.5	3.2

Among those listed so far, four contain an aryl methoxy group.
SMILES	hcDAF12 agonist	ssDAF-12 act	DAX1 inh-1	FXN GAA850 act	NPR1 activator	SMARCA2 act	NPR2 activator	sPLA2-III inh	DAX1 inh-2	proKLK7 act	hgDAF-12 ag
COc1c(C)cc(C(=O)C2CCCN(Cc3cccc(O)c3)C2)cc1C (configuration not stated)	-0.8	-1.6	-0.5	0.3	0	-3	-2	-20	0.0	0.2	0.3
COc1cccc(-n2c(O)c(C=NCc3ccc4c(c3)OCO4)c(=O)[nH]c2=O)c1	-0.8	-1.8	1.0	0.1	2	7	4	5	-0.2	-0.1	0.9
COc1cccc2c1N=C1CCCC3CN(C(C)=O)CCC123 (configuration not stated)	-2.0	-0.7	1.5	0.0	1	1	6	1	-0.3	0.4	-1.6
COc1ccc(-c2nn(CCC#N)cc2C(=O)Nc2ccc(C(C)=O)cc2)cc1[N+](=O)[O-]	-0.5	-0.9	2.9	2.9	4	0	-2	-8	-0.4	-0.2	1.1

Further records.
SMILES	hcDAF12 agonist	ssDAF-12 act	DAX1 inh-1	FXN GAA850 act	NPR1 activator	SMARCA2 act	NPR2 activator	sPLA2-III inh	DAX1 inh-2	proKLK7 act	hgDAF-12 ag
COc1ccc(C2c3c(nc(C)[nH]c3=O)Oc3c2c(=O)oc2ccccc32)cc1 (configuration not stated)	1.0	-1.2	nt	nt	0	-7	3	2	-0.1	-0.1	-1.9
Nc1c2c(nc3sc4c(c13)CCCC4)CCCCC2	3.2	-0.4	3.0	5.9	10	4	-5	-1	2.4	-0.1	14*
CN(C)P(=O)(NC(=O)c1cccn1C)N(C)C	-1.1	-0.5	3.4	-1.2	1	-5	2	4	0.9	-0.6	-0.6
CC1(C)CC(=O)C2=C(C1)NC(=O)C21C(C(=O)OC(C)(C)C)=C(N)Oc2ccc(Br)cc21 (configuration not stated)	0.0	-0.6	1.7	-3.0	-17	-2	-14	-5	-0.1	-0.1	-1.5
COC(=O)C(O)(c1ccc(NC(=S)NC(=O)c2ccccc2)cc1)C(F)(F)F (configuration not stated)	-1.0	-1.9	0.1	1.5	-3	1	-1	-9	-0.8	0.3	-0.9
CC(C)Cc1nnc(NC(=O)CCC(=O)N2CCC3(CC2)OCCO3)s1	1.2	-0.7	2.5	0.4	-3	6	4	-2	0.8	0.3	3.7
COC(=O)C1=CO[C@@H](C)[C@H]2CN3CC[C@]4(C(=O)Nc5ccccc54)[C@@H]3C[C@H]12	-0.8	-1.4	1.5	-0.8	-14	-3	-25	9	-0.9	-0.1	-0.2
O=c1[nH]c2cc(Cl)ccc2n1C1CCN(Cc2ccc(-c3nc4ccccc4nc3-c3ccccc3)cc2)CC1	-2.2	-0.8	nt	nt	-2	-3	3	-6	-0.7	-2.5	0.8
O=P(NS(=O)(=O)c1ccccc1)(Oc1ccccc1)Oc1ccccc1	-0.7	-1.4	0.1	-0.1	1	-1	-1	-29	0.1	-0.1	2.9
NC(N)=N/N=C/c1cn(-c2ccccc2)nc1-c1cccs1	1.1	-1.4	0.3	2.1	-31	-8	-6	-4	-1.2	2.5	0.5
O=C1NCCCCC1(Cl)Cl	1.8	-0.4	1.0	2.5	0	-5	0	11	1.0	0.5	-2.0
C=CCN1C(=O)NC(=O)/C(=C/c2c(CCN(C)C(=O)c3ccccc3)cc3c(c2OC)OCO3)C1=O	-0.5	-1.7	1.5	-1.5	6	1	0	-3	0.0	-0.7	-2.8
Nc1cc2nc3ccccc3nc2cc1N	0.6	-1.2	-1.2	-0.1	-2	-1	-4	-6	-0.1	3.6	1.0
CSc1ccc(C(=O)C2CCCN(Cc3cnc(SC)nc3)C2)cc1 (configuration not stated)	2.0	-0.8	-0.7	2.0	-1	-1	-3	-7	-0.7	-0.5	2.0
Fc1cccc(CCNCc2ccccn2)c1	-1.0	-0.7	-0.5	3.1	-2	0	3	1	0.2	-0.2	-1.0
CC(Oc1ccc(-c2ccccc2)cc1)C(=O)O (configuration not stated)	-1.9	-1.3	1.6	-2.0	3	-1	-2	1	-0.1	-0.4	-0.3
C=CCn1c(O)c(C(C)=Nc2ccc(N(C)C)cc2)c(=O)[nH]c1=O	-1.3	-2.0	-0.7	-2.2	-2	-2	-4	-1	-0.9	0.0	-2.3
Cc1ccc(OCC(=O)N2CCN(Cc3cccnc3)CC2)cc1	-0.8	-1.3	-0.2	2.9	2	0	-2	4	0.5	-0.2	0.4
CCn1ccnc1CN1CCCC(C(=O)c2cc(F)ccc2OC)C1 (configuration not stated)	-1.5	-1.3	1.9	2.2	-9	0	-4	0	-0.9	0.8	1.5
NP(=O)(OCCCc1ccccc1)Oc1ccc(Cl)cc1 (configuration not stated)	-0.3	-1.4	1.9	-0.9	-1	1	1	-2	0.2	0.0	4.7
COc1ccc(C(=O)N/N=C/C23CC[C@@H](O)CC2(O)CC[C@@H]2[C@@H]3CCC3(C)C(C4=CC(=O)OC4)CCC23O)cc1 (some centres not stated)	2.6	-1.1	0.5	-4.3	1	4	2	0	1.8	-0.3	1.7
COc1cccc(Oc2c(C)oc3cc(OC(=O)N(C)C)ccc3c2=O)c1	-2.2	-1.7	-1.0	2.6	9	-1	6	-9	-3.1	0.9	-1.9
CCCCn1nnnc1C(CCSC)N1CCC2(CC1)C(=O)NCN2c1ccccc1 (configuration not stated)	-1.6	-1.3	nt	nt	3	-2	-7	-7	-2.0	0.3	-2.8
O=c1[nH]c2ccccc2n1C1CCN(C(c2nnnn2C2CCCCC2)C2CC2)CC1 (configuration not stated)	-1.8	-0.7	nt	nt	-10	-6	0	-8	-2.4	-0.6	-4.3
C[C@@H]1CN([C@@H](C)CO)C(=O)CCCn2nncc2CO[C@H]1CN(C)C(=O)Oc1ccccc1	0.2	-1.3	1.4	-0.3	-1	2	4	-3	-0.1	-0.1	0.0
COc1ccc(CC(C)Nc2cccc(F)c2)cc1 (configuration not stated)	-1.2	-1.1	2.9	-1.3	5	1	-2	4	0.1	0.2	5.4
Nc1cnn(-c2ccccc2)c(=O)c1Cl	2.8	-0.8	0.5	-0.3	-1	-1	6	-1	0.3	0.8	3.0
COc1ccc(N2C(=O)NC(=O)/C(=C\c3ccccc3[N+](=O)[O-])C2=O)cc1	1.9	-0.3	2.3	0.2	7	-1	2	-5	0.8	-0.8	-1.8
COc1ccc(OCC(=O)N2CCN(C/C=C/c3ccccc3)CC2)cc1	3.3	-0.9	-0.4	1.5	-2	2	1	-8	-0.8	0.3	-0.4
CC/C(=N\NC(=O)c1ccccc1)c1c(O)n(Cc2ccccc2)c(=O)[nH]c1=O	0.3	-0.4	nt	3.7	0	3	-4	-9	1.1	-0.3	6.3
O=C1C=C2C=C[C@@H]3CC2(O1)[C@H]1CCCCN31	0.9	-1.3	-1.1	8.1*	4	-4	6	3	1.1	-0.4	-4.5
